GPR7 antagonist: GPR7 receptor antagonists, primary screen, cell-based, fluorescence, single concentration; GPR7-expressing cells, fluorescence antagonist assay; actives 1.1% (n = 290,000); Neuropeptides B/W receptor type 1 (Homo sapiens), P48145; inhibition, % at 4.4 µM; in the data active = inhibition above about 16%, passing the limit was not always enough;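 also: cells stimulated with the agonist NPW; 0% = agonist with vehicle and 100% = vehicle without agonist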
IDE inh: human IDE inhibitors in live cells, primary screen, fluorescence polarization, HEK cells, FAbetaB substrate; AID 434962, 2010; Insulin-degrading enzyme (Homo sapiens), P14735; FAbetaB cleavage; inhibition, % at 5.59 µM; actives 0.41% (n = 320,000);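 active = percent inhibition above the average of all tested compounds plus 3 SD, set per screening campaign, cut at about 16% in these data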;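 also: IDE supplied by intact live HEK cells; FP after avidin binding of uncleaved biotin substrate so inhibition keeps polarization high; 0% = DMSO wells and 100% = 60 µM reference IDE inhibitor Ii1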
Target sequence (P14735 whole entry, looked up): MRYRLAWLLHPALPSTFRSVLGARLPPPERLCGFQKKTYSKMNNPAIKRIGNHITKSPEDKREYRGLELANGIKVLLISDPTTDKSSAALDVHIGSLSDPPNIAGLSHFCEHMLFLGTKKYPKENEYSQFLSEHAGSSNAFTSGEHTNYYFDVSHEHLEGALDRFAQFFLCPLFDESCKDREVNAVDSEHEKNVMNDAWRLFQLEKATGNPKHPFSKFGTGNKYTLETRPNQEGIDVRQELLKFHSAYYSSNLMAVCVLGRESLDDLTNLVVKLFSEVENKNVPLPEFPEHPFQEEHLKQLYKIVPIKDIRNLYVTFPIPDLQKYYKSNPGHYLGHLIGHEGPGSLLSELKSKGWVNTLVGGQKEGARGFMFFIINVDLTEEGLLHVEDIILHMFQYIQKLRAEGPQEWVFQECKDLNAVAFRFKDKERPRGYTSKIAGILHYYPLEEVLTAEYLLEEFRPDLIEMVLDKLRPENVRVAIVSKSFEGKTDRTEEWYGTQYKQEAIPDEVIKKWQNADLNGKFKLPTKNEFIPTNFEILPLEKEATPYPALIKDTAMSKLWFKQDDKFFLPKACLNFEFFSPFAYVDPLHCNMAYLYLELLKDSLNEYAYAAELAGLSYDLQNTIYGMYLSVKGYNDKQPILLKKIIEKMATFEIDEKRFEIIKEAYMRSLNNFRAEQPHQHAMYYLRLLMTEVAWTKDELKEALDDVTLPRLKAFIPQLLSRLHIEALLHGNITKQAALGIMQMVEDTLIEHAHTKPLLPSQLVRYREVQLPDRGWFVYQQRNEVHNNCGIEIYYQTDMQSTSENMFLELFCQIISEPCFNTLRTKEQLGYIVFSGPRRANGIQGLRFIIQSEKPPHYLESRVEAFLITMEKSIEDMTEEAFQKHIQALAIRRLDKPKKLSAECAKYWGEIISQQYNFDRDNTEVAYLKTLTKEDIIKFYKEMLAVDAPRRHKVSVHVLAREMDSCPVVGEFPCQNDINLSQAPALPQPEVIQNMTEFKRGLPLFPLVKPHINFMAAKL
PHOSPHO1 block: PubChem AID 1565; inhibition, % at 13.3 µM; actives 1.1% (n = 290,000); recombinant PHOSPHO1, absorbance phosphatase assay; in the data active = inhibition above about 60%
IMP-1 inhibitor: IMP-1 metallo-beta-lactamase inhibitors, primary screen, biochemical, epi-absorbance readout, Pseudomonas aeruginosa enzyme. actives 0.45% (n = 290,000). metallo-beta-lactamase IMP-1 (Pseudomonas aeruginosa). purified IMP-1, nitrocefin hydrolysis, epi-absorbance fluorescence. inhibition, % at 5.6 µM;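 active = inhibition above the mean plus 3 SD of all compounds in the same screening run, cut at about 4.5% in these data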;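 also: 0% = IMP-1 with DMSO and 100% = DMSO wells lacking enzyme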
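System: Purified IMP-1 | Read-out basis: Percent enzyme inhibition | Controls: IMP-1 with DMSO as 0%, enzyme-free DMSO as 100% | Replicates: One well per compound | Doses: 5.6 µM nominal single concentration | Detection: Epi-absorbance fluorescence, 480 nm excitation, 530 nm emission | Incubation: 25 °C, 15 min preincubation, 25 min reaction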
PfM18AAP inh: PfM18AAP inhibitors, malaria aminopeptidase, primary screen, biochemical, QFRET, recombinant enzyme; M18 aspartyl aminopeptidase (Plasmodium falciparum 3D7); H-Glu-NHMec fluorogenic cleavage; inhibition, % at 7.35 µM; actives 1.2% (n = 290,000);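 active = inhibition above the campaign mean inhibition over all tested compounds plus 3 SD, cut at about 28% in these data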;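 also: 0% = plate median of test compound wells and 100% = 2 mM ZnCl2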
VIM-2 inhibitor: VIM-2 metallo-beta-lactamase inhibitors, primary screen, biochemical, epi-absorbance readout, Pseudomonas aeruginosa enzyme; purified VIM-2, nitrocefin hydrolysis, epi-absorbance fluorescence; inhibition, % at 5.6 µM; actives 0.89% (n = 290,000);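 active = inhibition above the mean of all tested compounds plus 3 SD, cutoff set per screening run, cut at about 7.5% in these data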;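 also: red hydrolysis product quenches plate fluorescence so inhibitors raise well fluorescence; 0% = enzyme with DMSO and 100% = DMSO without enzyme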
IDE cell activ: human IDE activators in live cells, primary screen, fluorescence polarization, HEK cells, FAbeta-B substrate; Insulin-degrading enzyme (Homo sapiens), P14735; FAbeta-B cleavage; 0% vehicle, 100% cell-free pure enzyme wells; activation, % at 5.96 µM; actives 0.073% (n = 340,000);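 active = activation above the mean of all tested compounds plus 3 SD, set per screening campaign, cut at about 17% in these data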
NALP1 yeast inh: NALP1 inflammasome inhibitors in reconstituted yeast, colorimetric, S. cerevisiae, triplicate retest; S. cerevisiae NALP1/ASC/caspase-1 growth, X-gal OD620, 72 h; actives 0.61% (n = 280,000); inhibition, % at 10 µM; in the data active = inhibition mostly above about 24%, no sharp cut-off; inactive = mostly below about 32%; also: some compounds called inactive have numbers as strong as hits
p-CIP stab down: p/CIP-EGFP fusion destabilizers, primary screen, fluorescence, F442A cells; actives 0.01% (n = 290,000); 16 h; decrease of EGFP signal, % at 10 µM; AID 1984, 2009; Q05BA5;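 active = EGFP signal decrease of at least 30% at 10 µM or well 3 SD below plate mean, unless failing retest; inactive = the rest, including hits failing retest or dose response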; also: some compounds called inactive have numbers as strong as hits; many of its hits are not listed in these tables
Numbers without * were called inactive; / = not tested or not shown. Outcome played no part in choosing rows; 5.3% or so of the library scored in one or more.

GPR7 antagonist	IDE inh	PHOSPHO1 block	IMP-1 inhibitor	PfM18AAP inh	VIM-2 inhibitor	IDE cell activ	NALP1 yeast inh	p-CIP stab down	canonical_smiles
-8.1	3.6	1.6	-2.9	1.7	-2.5	7.9	-3.1	1.2	COc1ccc(C(=O)O)cc1S(=O)(=O)Nc1cccc(C(F)(F)F)c1
-28.2	-0.8	-26.9	-3.0	1.9	-2.5	1.3	13.5	-7.3	COc1ccc(-c2csc(/C(C#N)=C/Nc3cc4oc5ccccc5c4cc3OC)n2)cc1
5.6	2.2	47.3	-2.0	3.1	-2.5	-0.1	0.8	-3.6	O=c1c2ccsc2ncn1Cc1cccc(C(F)(F)F)c1
1.1	-2.6	6.3	-6.7	-2.8	-1.3	9.6	15.8	-1.1	O=C(NC1CCCC1)c1cc(-c2ccccc2Cl)on1
-12.5	5.9	9.7	-1.6	-2.7	-1.7	-1.4	-5.9	7.0	COc1cccc(CNC(=O)CCC2CCCN(C(=O)c3ccoc3)C2)c1 (stereo not drawn)
19.0	3.6	24.2	-1.7	0.9	-2.5	6.8	-17.1	-4.5	Cc1ccn(CCC(=O)N2CCc3ccccc32)n1
-10.1	-6.1	5.6	-5.4	-1.2	-4.9	-5.4	1.6	-9.9	O=S(=O)(c1ccc(Br)cc1Cl)N1CCN(CCO)CC1
-14.6	0.6	29.8	-1.1	2.6	-2.8	0.3	/	12.1	CCC(CC)NC(=O)Cn1c(C(C)NC(C)=O)nc2ccccc21 (stereo not drawn)
4.0	-0.9	27.3	1.3	-1.5	0.0	6.0	28.9	-22.8	CCOC(=O)C1(CCOc2ccccc2)CCN(Cc2ccc(OCCO)cc2)CC1
-5.8	-3.4	4.7	-1.8	3.1	-4.5	4.2	-9.7	0.5	O=C(NC1CCCC1)c1ccc(CNc2c(N3CCOCC3)c(=O)c2=O)cc1
-6.4	4.9	9.4	-5.1	-1.6	-4.9	0.3	15.6	-19.9	Cc1cc(C)n(CC(=O)N/N=C/c2cccs2)n1
0.9	8.2	10.9	-3.1	-1.1	-3.4	2.7	-6.4	1.4	O=C(O)c1cc(CN2CCOCC2)oc1-c1ccccc1
-0.1	-2.5	-1.4	-2.8	7.9	-2.9	2.4	11.8	-1.9	COC(=O)c1cc2sc(Cl)cc2n1CC(=O)NCCC(C)C
-16.3	-1.5	29.5	2.7	-11.7	-0.5	7.8	-12.6	-6.6	Cc1ccc(C)c(NC(=O)C(CC(=O)O)Cc2ccccc2)c1 (stereo not drawn)
-5.0	-7.6	21.1	0.0	15.3	-2.3	1.1	-20.3	-1.0	O=C(CSc1nc2[nH]ncc2c(=O)n1-c1ccccc1)NCCc1ccccc1
-1.5	-2.9	14.1	-0.4	14.2	7.1	1.6	-10.0	6.5	Cc1cc(-c2ccco2)c(C#N)c2nc3ccccc3n12
-8.6	4.0	24.4	-1.8	1.1	-2.0	4.3	4.7	-5.5	COc1ccc([N+](=O)[O-])cc1NC(=O)COC(=O)c1ccccc1O
-16.1	2.8	-6.8	-0.6	-3.0	-2.9	4.8	15.6	-3.3	COc1ccc(CCNc2nc(=O)[nH]nc2C)cc1OC
-1.6	6.5	11.6	-2.3	-4.3	-3.7	-1.1	19.2	3.4	CCC(Sc1nc2sc(C(=O)OC)c(C)c2c(=O)n1N)C(=O)N(CC)CC (stereo not drawn)
-6.0	2.4	11.9	-3.4	-0.3	-2.1	2.2	15.3	-12.5	O=C(Nc1ccc(F)cc1)c1nc[nH]c1C(=O)Nc1ccccc1[N+](=O)[O-]
-7.6	2.8	13.5	-2.1	-6.0	-1.6	-1.2	5.2	-1.0	O=c1oc(Nc2ccccc2F)nc2ccccc12
-0.3	3.0	2.3	-1.9	-0.6	-3.6	2.1	22.8	-2.3	CCOC(=O)c1c(NC(=O)Cc2cccs2)sc(C(=O)N2CCCCC2)c1C
3.9	2.4	-38.1	-6.0	32.0*	-3.2	1.2	9.5	-6.4	Cc1cc(N2CCCC2)ccc1/C=N/n1cnnc1
-4.6	-4.3	14.5	-2.7	-1.0	-1.3	15.9	1.2	-11.8	CC(C)n1c(Sc2nccn2C)nc2c1c(=O)n(C)c(=O)n2C
-5.3	-4.0	-1.7	-3.4	0.6	-2.9	5.4	7.2	-3.8	Cc1cccc(N(C)c2ncnc3onc(-c4ccc(F)cc4)c23)c1C
-10.9	-6.0	14.3	-3.3	-2.6	-1.4	-0.3	15.4	-2.8	CCN(C(=O)CCS(=O)(=O)c1cccc2nonc12)c1ccc(F)cc1
3.7	3.6	4.1	-2.5	7.1	-4.1	6.8	2.2	0.6	CCCc1nc(SCc2ccc(Cl)cc2Cl)n[nH]1
-4.7	5.3	7.1	-3.7	-0.7	0.2	4.6	-3.0	4.7	COc1ccc(C)cc1NC(=O)CC(O)(C(F)(F)F)C(F)(F)F
-15.7	2.2	55.6	-3.6	1.1	-3.3	4.8	-16.3	-3.6	CC(C(N)=O)N1C(=O)NC2(CCCc3ccccc32)C1=O (stereo not drawn)
-9.8	7.3	-4.2	0.9	-22.5	-5.2	-1.5	-62.0	-3.6	CC1CCN(CC(=O)N2CC(=O)Nc3ccccc32)CC1

Three entries out of the list above, arranged by the number in IDE cell activ, high to low:
molecule	IDE cell activ
Cc1ccc(C)c(NC(=O)C(CC(=O)O)Cc2ccccc2)c1 (stereo not drawn)	7.8
Cc1cccc(N(C)c2ncnc3onc(-c4ccc(F)cc4)c23)c1C	5.4
O=c1c2ccsc2ncn1Cc1cccc(C(F)(F)F)c1	-0.1

(more compounds)
GPR7 antagonist	IDE inh	PHOSPHO1 block	IMP-1 inhibitor	PfM18AAP inh	VIM-2 inhibitor	IDE cell activ	NALP1 yeast inh	p-CIP stab down	canonical_smiles
-1.5	2.2	-19.6	-3.1	4.0	0.1	1.3	20.6	-20.9	c1ccc2c(c1)CCN(c1nc(CN3CCOCC3)nc3sc4c(c13)CCCC4)C2
-12.7	3.9	6.6	-0.1	-4.2	3.8	-2.6	-15.1	-2.2	O=C(/C=C/c1cccc([N+](=O)[O-])c1)NCCN1C(=O)S/C(=C\c2cccnc2)C1=O
-14.4	-0.1	7.9	-2.2	3.4	-3.9	11.4	-12.2	4.8	CC(C)CCN1C(=O)CC(NNC(=O)c2ccc(S(=O)(=O)N3CCCC3)cc2)C1=O (stereo not drawn)
-3.4	3.1	15.0	-1.1	-82.9	-2.2	2.1	70.1*	5.7	O=C(CCN1CCc2ccccc2C(c2ccccc2)C1)c1ccc2c(c1)OCCO2 (stereo not drawn)
-7.3	-1.8	51.4	-4.9	-0.9	-5.0	-4.5	1.2	-7.7	Cc1ccc(C(=O)C(OC(=O)c2c(C)cc(=O)oc2C)c2ccccc2)cc1 (stereo not drawn)
15.4	0.1	-13.5	-1.3	-1.8	-1.8	3.2	4.2	-22.0	CCc1[nH]nc2c1C1(CCOC1C)C(C#N)=C(N)O2 (stereo not drawn)
-7.3	6.7	38.6	-4.3	3.7	-2.7	-2.9	15.9	-11.4	Cc1ccc(NC(=O)CCc2nnc3ccc(N4CCOCC4)nn23)cc1C
-18.9	0.9	33.4	-1.6	-4.7	-1.6	5.1	/	-0.5	CCc1c(C)nc(SCC(=O)N2CCCCC2CC)[nH]c1=O (stereo not drawn)
-1.6	5.3	28.1	-2.6	5.2	-1.9	2.4	11.0	-8.5	COc1ccc(CNC(=O)c2ccc(CS(=O)(=O)c3ccc(Br)cc3)o2)cc1
-6.8	-5.7	7.4	-2.4	14.4	-0.3	-4.3	-19.3	-17.6	C/C(=C1\SC(N2CCOCC2)=NC1=O)c1ccc(C)cc1
3.1	4.0	0.6	-1.8	2.5	-1.3	-1.2	-11.4	10.1	C/C(=C\c1ccccc1)C(=O)Nc1ccc(S(=O)(=O)Nc2ncccn2)cc1
-8.8	-1.8	-35.4	-1.0	-6.9	-2.1	0.9	32.8	-12.4	CC(C)OC(=O)c1cc(-c2ccc(C=O)o2)ccc1Cl
-14.7	7.8	26.9	-2.5	11.0	-0.4	-1.4	-6.8	-9.2	O=C(O)c1nn(Cc2ncc(-c3cccc(Cl)c3)o2)c(=O)c2ccccc12
3.6	-2.1	-0.8	0.3	5.5	-0.6	3.3	4.4	-8.6	Cc1ccc(OCc2nnc(SCC(=O)Nc3cccc4ccccc34)n2-c2ccccc2)cc1
2.2	3.3	2.1	0.2	3.0	0.6	3.6	8.9	6.5	O=C(Nc1cccc(Cl)c1)Nc1ccccc1C(=O)NCc1ccco1
-5.3	1.8	-32.0	-3.1	17.1	-2.0	1.3	29.3	-3.2	CCC(C)(C)C1CCc2c(sc(N)c2C(N)=O)C1 (stereo not drawn)
-8.7	5.8	17.4	-4.2	-7.0	-0.9	0.9	19.9	-1.7	O=C(C1CC1)N1CCc2cc(S(=O)(=O)NCc3ccccc3)ccc21
-10.6	6.2	32.2	-2.3	0.9	-2.1	-5.6	-3.0	5.5	CCOC(=O)N1CCN(C(=O)/C(=C\c2ccc(SC)cc2)NC(=O)c2ccccc2)CC1
6.9	-1.6	-8.0	-3.5	-5.8	-3.4	4.0	-6.0	-13.3	CCCOC(=O)C1=C(C)NC2=C(C(=O)CCC2)C1c1cccc(OC)c1OC (stereo not drawn)
-14.6	2.6	48.2	-1.1	1.0	-3.8	1.4	-3.4	-3.4	O=C(CSc1nnnn1C1CCCCC1)Nc1ccc(F)cc1
-8.7	4.3	0.0	-4.2	0.6	-1.4	-0.6	13.4	-11.2	Cc1ccc(NC(=O)Cc2nn(C)c(=O)c3ccccc23)cc1F
-1.3	-5.7	5.2	-4.5	5.7	-1.7	2.3	-16.3	2.4	COc1ccc(C(=O)c2cn[nH]c2-c2cc(Cl)ccc2O)cc1
-1.5	-0.3	-6.9	-3.5	-2.2	-2.2	-2.0	40.0	-11.9	COc1ccccc1Nc1nc(N)nc(-c2cc3ccccc3o2)n1
19.0	6.5	3.0	-0.6	-6.8	-0.5	0.0	18.1	7.4	COc1ccccc1N(C(=O)c1csnn1)C(C(=O)NC1CCCC1)c1ccccc1 (stereo not drawn)
3.3	-1.0	-12.3	-3.0	25.6	0.3	0.2	13.3	-5.0	CCc1ccc(NC2=CC(=O)CC(c3ccco3)C2)cc1 (stereo not drawn)

Part of the list above, set out differently.
mol	GPR7 antagonist	IDE inh	PHOSPHO1 block	IMP-1 inhibitor	PfM18AAP inh	VIM-2 inhibitor	IDE cell activ	NALP1 yeast inh	p-CIP stab down
Cc1cc(C)n(CC(=O)N/N=C/c2cccs2)n1	-6.4	4.9	9.4	-5.1	-1.6	-4.9	0.3	15.6	-19.9
COC(=O)c1cc2sc(Cl)cc2n1CC(=O)NCCC(C)C	-0.1	-2.5	-1.4	-2.8	7.9	-2.9	2.4	11.8	-1.9
COc1ccc(C(=O)c2cn[nH]c2-c2cc(Cl)ccc2O)cc1	-1.3	-5.7	5.2	-4.5	5.7	-1.7	2.3	-16.3	2.4
